Screening results as filed in PubChem BioAssay.
Lamin A splicing: modulators of lamin A splicing; HeLa LMNA splicing GFP/RFP minigene ratio, 48 h; Potency, µM (titrated, usually from 46.1 µM), without a hit: at the highest dose ratio change, negative = inhibition, hits mostly inhibitors; actives 0.01% (n = 200,000); AID 1487; active = well fitted inhibition curve with a large enough effect in the signal ratio, with a control signal flat, not every such curve was filed as active; inconclusive = small, poorly fitted or top-dose-only effect, or effect the other way, or a change in a side signal; the % refers to the signal ratio; also: potency is read from the fitted curve at half-maximal effect; % is scaled to controls: 0 for no effect and ±100 for the full control effect
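Read-out is the ratio of GFP to DsRed2 object intensity, acquired by 488 nm laser-scanning cytometry on HeLa lamin A-EGFP minigene reporter cells. Compound incubation 48 hrs at 37 °C in Opti-MEM with 2% FBS; DMSO 0.5% final.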
GAA glycogen: inhibitors or activators of human alpha-glucosidase glycogen cleavage. P10253. recombinant GAA, glycogen substrate, Amplex Red glucose oxidase fluorescence. Potency, µM (top dose mostly 76.4 µM), without a hit: at the highest dose activity change, negative = inhibition, most hits filed as inhibitors. actives 0.38% (n = 300,000). AID 2100;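 also: potency is read from the fitted curve at half-maximal effect; 0% = full enzyme reaction and -100% = no-enzyme basal signal; the screen sought inhibitors and activators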
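qHTS, 1536-well; enzyme 4 nM final; cpd up to 77 uM; substrate bovine liver glycogen 30 ug; 50 mM citrate/phosphate pH 5.0, 0.01% Tween-20; 37 C, 40 min; Amplex Red detection 45 min RT; Hill fit → AC50.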
HttQ103 aggreg: inhibitors of mutant huntingtin aggregate formation in PC12 cells; PC12 HttQ103-GFP aggregates, Acumen cytometry, 40 h; Potency, µM (series often up to 46.1 µM), for the others: at the top dose activity change, negative = inhibition, actives largely listed as inhibitors; actives 1.1% (n = 220,000); AID 1688; also: potency is read from the fitted curve at half-maximal effect; % is scaled to controls: 0 for no effect and ±100 for the full control effect; nearly all actives have a fitted effect of over 60% in size
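Multiplexed with ATP-based cell death, this channel scores GFP aggregates in PC12 cells expressing inducible HTTex1-Q103-GFP. Induction used 100 nM tebufenozide; compounds were tested in concentration series.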
aGlu spleen mod: lysosomal alpha-glucosidase (human) modulation | human spleen homogenate, 4-MU-alpha-glucoside fluorescence | Potency, µM (titrated, usually from 79.9 µM), for inactives: at the top dose activity change, negative = inhibition, actives largely listed as inhibitors | actives 0.006% (n = 240,000) | AID 2112;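 also: potency is read from the fitted curve at half-maximal effect; 0% = enzyme with vehicle and -100% = no enzyme basal signal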
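Human spleen homogenate (1 ug) incubated with compounds and 1 mM 4-methylumbelliferyl-alpha-D-glucopyranoside in pH 5.0 citrate/phosphate buffer, 37 C, 40 min. Stopped at pH 10; 4-MU fluorescence (Ex 365/Em 440 nm); AC50 by Hill fit.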
CBFb-RUNX1 inh: blocks binding between human CBF-beta and RUNX1; 230,000 tested, under 10 active; Potency, µM (top dose mostly 59.8 µM), without a hit: at the highest dose activity, negative = inhibition, hits mostly inhibitors; AlphaScreen CBFb-His/RUNX1-biotin binding, biochemical; also: % of control where 0% means no effect
Target sequence (Q01196 whole entry, looked up): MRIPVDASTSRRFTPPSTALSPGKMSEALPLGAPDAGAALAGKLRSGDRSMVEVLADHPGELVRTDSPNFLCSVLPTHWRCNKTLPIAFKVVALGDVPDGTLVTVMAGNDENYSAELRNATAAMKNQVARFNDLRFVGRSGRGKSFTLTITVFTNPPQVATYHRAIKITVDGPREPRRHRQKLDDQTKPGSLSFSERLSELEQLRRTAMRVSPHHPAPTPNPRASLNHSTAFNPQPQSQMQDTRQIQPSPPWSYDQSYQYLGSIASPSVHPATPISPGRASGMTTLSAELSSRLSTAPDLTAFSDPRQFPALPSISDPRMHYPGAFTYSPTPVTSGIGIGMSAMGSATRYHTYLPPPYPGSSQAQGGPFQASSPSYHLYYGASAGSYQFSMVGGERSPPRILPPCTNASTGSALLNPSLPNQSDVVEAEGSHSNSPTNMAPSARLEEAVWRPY
Target sequence (Q13951 whole entry, looked up): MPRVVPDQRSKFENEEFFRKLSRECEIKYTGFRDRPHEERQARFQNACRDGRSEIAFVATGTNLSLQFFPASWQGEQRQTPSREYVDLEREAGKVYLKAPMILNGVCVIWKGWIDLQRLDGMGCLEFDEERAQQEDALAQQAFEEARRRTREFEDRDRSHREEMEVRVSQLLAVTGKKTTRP
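Proteins preincubated together for 20 min at RT before compound addition; 15 min later, nickel and streptavidin beads were added and left 90 min prior to AlphaScreen measurement.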
HTT cytoprotect: cytoprotection in Huntington HTT-Q103 PC12 cell model; PC12 HTT-Q103 induced, cytoprotection, ATP luminescence, 40 h; Potency, µM (highest dose often 56.4 µM), for the others: cytoprotection (ATP increase), usual class: activators; actives 0.14% (n = 230,000);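 also: potency is read from the fitted curve at half-maximal effect; % of control where 0% means no effect; nearly all actives have a fitted effect of over 45% in size; toxic huntingtin expression switched on by the ecdysone agonist tebufenozide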
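Rat PC12, Q103 Htt exon1-GFP fusion, ecdysone promoter; tebufenozide inducer 100 nM final; compound titration; qHTS, 1500 cells/well; ATPlite luminescent read.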
GAA inhib: blocks human lysosomal alpha-glucosidase; Potency, µM (titrated, usually from 76.9 µM), inactives show top-dose activity change, negative = inhibition, usual class: inhibitors; actives 0.005% (n = 200,000); purified human GAA, 4-MU-alpha-glucoside fluorescence; AID 1466;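 also: potency is read from the fitted curve at half-maximal effect; plate controls were uninhibited enzyme wells for no effect and no-enzyme background for full effect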
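Human enzyme at 4 nM with 400 uM 4-methylumbelliferyl-alpha-D-pyranoside, citrate/phosphate buffer pH 5.0, 0.005% Tween-20, 20 min at room temperature. Compounds up to 77 uM. 4-MU fluorescence (Ex 365/Em 440) read after NaOH/glycine stop; AC50 from Hill fit.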
* hit, by the source's call; ? = inconclusive; . = not tested or not shown; & = joins results of further samples; [ ] = dose if it differs, or a comment. Unless noted, calls follow the shape of the dose curve; as a rule, active = well fitted curve in the direction sought with a large enough effect; inconclusive = small, poorly fitted or top-dose-only effect, or another doubt; inactive = no such curve, though single readings can be large; an effect the other way counts as inactive or inconclusive.

SMILES | Lamin A splicing | GAA glycogen | HttQ103 aggreg | aGlu spleen mod | CBFb-RUNX1 inh | HTT cytoprotect | GAA inhib
COc1ccc(NC2=NCC(=O)N2Cc2cccs2)cc1 | -1% | 2% | -7% | -2% | 2% | 0% | 1%
COC(=O)Cc1ccc(NC(=S)N2CCN(c3cc(Cl)ccc3C)CC2)cc1 | 32%[46 µM] | -2% | 5%[9.22 µM] | -2% | 1% | 25%[10 µM] | -14%
COc1cccc(C2CC(c3ccccc3)=NN2S(=O)(=O)c2ccccc2)c1OC (centres undefined) | . | -3% | -7% | -4% | 5% | -57% | -13%
COc1ccc(N2CCN(C(=O)c3ccc(NS(=O)(=O)c4ccc(F)c(F)c4)cc3)CC2)cc1 | ? | -9% | 10µM* | 0% | -8% | -13%[10 µM] | -10%
Cc1ccc(C(=O)NCCNc2ccc([N+](=O)[O-])cc2C(F)(F)F)cc1 | ? | 6% | 19% | -3% | -7% | 15%[10 µM] | 5%
CCOc1ccc(Nc2oc(Cc3ccccc3)nc2C#N)cc1 | ? | ? | -6% | -16% | -13% | -13%[10 µM] | -8%
O=C(CN1CCN(Cc2ccccc2)C1=O)NCc1cccs1 | -4% | -2% | 2% | 1% | 1% | -12% | 4%
Cc1ccccc1N1C(=O)CC(N2CCC(C(N)=O)CC2)C1=O (centres undefined) | -9% | -3% | -12% | -11% | 4% | -9% | -1%
COc1ccc(-c2nnc3n2N=C(C)CS3)cc1OC | 1% | 4% | 3% | 2% | 5% | -16% | -6%
O=C1NC(=O)/C(=C\c2ccccc2OCc2ccc([N+](=O)[O-])cc2)N1 | ? | 6% | 13% | -14% | -3% | . | -8%
CC(C)N1CN(c2ccccc2)C(=S)N(c2ccccc2)C1 | . | -4% | 10%[9.22 µM] | 1% | -1% | 16%[10 µM] | .
COc1ccc(C(=O)COC(=O)COc2ccc(C)c(C)c2)cc1 | -5% | 2% | -14% | 1% | 6% | . | 1%
O=C1CC(C(=O)Nc2ccc(Cl)c(Cl)c2)S/C(=N\N=C\c2ccco2)N1 (centres undefined) | . | -8% | 17%[9.22 µM] | 8% | -9% | 12%[10 µM] | .
Cc1cc(C)nc(SCC(=O)Nc2ccc(S(=O)(=O)NCCO)cc2)n1 | 6% | -1% | -17% | -6% | 2% | 7% | 3%
COc1ccc(-c2cc(OC(=O)c3ccc(F)cc3)c3c(C)oc(C)c3c(=O)c2)cc1 | ? | -1% | -4% | 1% | -12% | -5% | 9%

Full records, looked up by structure. Order of screens: Lamin A splicing, GAA glycogen, HttQ103 aggreg, aGlu spleen mod, CBFb-RUNX1 inh, HTT cytoprotect, GAA inhib
Results for COC(=O)Cc1ccc(NC(=S)N2CCN(c3cc(Cl)ccc3C)CC2)cc1 : 32%[46 µM], -2%, 5%[9.22 µM], -2%, 1%, 25%[10 µM], -14%
Results for COc1ccc(NC2=NCC(=O)N2Cc2cccs2)cc1 : -1%, 2%, -7%, -2%, 2%, 0%, 1%
Results for O=C1NC(=O)/C(=C\c2ccccc2OCc2ccc([N+](=O)[O-])cc2)N1 : ?, 6%, 13%, -14%, -3%, ., -8%
Results for Cc1ccccc1N1C(=O)CC(N2CCC(C(N)=O)CC2)C1=O (centres undefined) : -9%, -3%, -12%, -11%, 4%, -9%, -1%

Following part:
SMILES | Lamin A splicing | GAA glycogen | HttQ103 aggreg | aGlu spleen mod | CBFb-RUNX1 inh | HTT cytoprotect | GAA inhib
CCC(NC(=O)CCCc1ccccc1)c1ccccc1 (centres undefined) | -2% | 11% | 2% | -4% | 0% | 22%[10 µM] | 1%
C=C(C)COc1ccc(-c2nc(N)ncc2Oc2ccc(OC)cc2)c(O)c1 | ? | -13% | -6% | -7% | -18% | 1% | -9%
Cc1cc2cc(CCNC(=O)c3cccs3)c(=O)[nH]c2cc1C | ? | 4% | -2% | 6% | 2%[2.36 µM] | . | 4%
N=c1n(CCN2CCOCC2)c2ccccc2n1CC(O)COc1ccccc1 (centres undefined) | 1% | -9% | 18% | 5% | 3% | 1% | -3%
Cc1ccc(S(=O)(=O)NC2=NCN(C3CCCCC3)CN2)cc1 | 8% | 1% | 4% | 1% | 0% | -12% | -8%
CC(c1ccco1)N(C(=O)C12CC3(C)CC(C)(CC(C)(C3)C1)C2)c1ccccn1 (centres undefined) | 1% | 1% | -33% | -2% | 1% | -2% | -14%
CCOC(=O)c1c(NC(=O)C2C3C=CC(C3)C2(C)C(=O)O)sc2c1CCCC2 (centres undefined) | ? | -7% | -8% | 4% | -28% | 9%[0.074 µM] | ?
Cc1cccc2cc(CN(Cc3ccccc3)C(=O)N(C)C)c(=O)[nH]c12 | 3% | 4% | 0% | -1% | 2% | -14%[10 µM] | 5%
O=C(c1ccc(Cl)cc1)c1cn[nH]c1-c1ccccc1O | -6% | 4% | -24% | -12% | -1% | -4% | -11%
CCO[C@H]1OC(C(=O)NCc2nc3ccccc3[nH]2)=C[C@@H](c2ccccc2)[C@@H]1CCCO | . | -4% | 12%[9.22 µM] | 4% | 15% | 23%[10 µM] | .
C=CCn1c(-c2ccco2)n[nH]c1=S | 6% | -20% | 5% | -8% | -2% | -5% | 0%
C1CCOC1 | . | . | . | -11% | 8%[21.7 µM] | -23% | .
CCCn1c2c(c(O)c(C(=O)NCCCN(CC)CC)c1=O)CCCC2 | -19% | -3% | 2% | 4% | -1% | 12%[10 µM] | 0%
Cc1ccccc1Nc1nc(N)nc(CSc2ccc(F)cc2)n1 | . | 0% | 10% | -18% | -5% | -39%[inhibitor] | -3%
CN(C)S(=O)(=O)c1ccc(N2CCCC2=O)c([N+](=O)[O-])c1 | -16% | 11% | ? | -11% | 6% | 29%[10 µM] | 5%
COC(=O)C1=C(C(=O)OC)[C@@H]2N(C)c3ccccc3[C@@]23C[C@@H](C(=O)OC)N(C(=O)c2cccs2)C3=N1 | -13%[9.22 µM] | -1% | -18%[9.22 µM] | 5%[17.4 µM] | -9%[13.1 µM] | 6%&7%[10 µM] | .
Cc1ccccc1-n1nnnc1SCC(=O)N(C)C1CCS(=O)(=O)C1 (centres undefined) | -6%[46 µM] | 8% | -5% | -3% | -3% | -1% | -4%
Oc1c(C(c2cccs2)N2CCC3(CC2)OCCO3)sc2ncnn12 (centres undefined) | 5% | -10% | -7% | -1% | -3% | -33% | -6%
CN(C)c1ccc(/C=C/C(=O)c2ccccc2)cc1[N+](=O)[O-] | ? | -5% | -3% | -11% | -8% | 0%[10 µM] | -12%
Cc1cc(S(=O)(=O)Nc2ccc(C(=O)N3CCN(C(=O)c4ccco4)CC3)cc2)ccc1F | ? | -1% | -32% | -24% | -6% | 16% | ?
O=C(C1CCN(S(=O)(=O)N2CCC3(CC2)OCCO3)CC1)N1CCN(Cc2ccccc2)CC1 | 4% | 1% | -2% | 1% | -2% | -6% | 5%
O=C(CN(Cc1ccccc1)C(=O)CCC(=O)Nc1nccs1)NCc1ccco1 | 0% | 8% | -6% | -2% | 3% | -14%[10 µM] | -1%
CCOC(=O)/C=c1\s/c(=C\c2ccccc2C)c(=O)n1CC(=O)NCc1ccc2c(c1)OCO2 | ? | -1% | ? | -5% | -2% | 8%[10 µM] | .
COc1ccc(/C=C/C(=O)c2sc(-c3ccccc3)nc2C)cc1 | -10% | 3% | -5% | -3% | 7% | 3%[10 µM] | 2%
CCOC(=O)C1C(=O)CC(C)(O)C(C(=O)OCC)C1c1ccc(Br)cc1 (centres undefined) | ? | 20% | ? | -9% | 1% | 5% | ?
CC(C)OC(=O)CSc1nnc(-c2ccc(C(C)(C)C)cc2)n1N | -8% | -2% | -3% | -4% | 19% | -5%[10 µM] | -4%
COCCCNC(=S)Nc1ccc2c(c1)OCCO2 | -11% | 3% | -11% | 4% | 4% | -6%[10 µM] | 2%
COC(=O)c1cc(Oc2ccc(C(=O)OC)cc2N)cc(C(=O)OC)c1 | 11% | -8% | -6% | -3% | 11% | 22%[10 µM] | 4%
c1ccc(-c2nc3c([nH]2)CCc2nonc2-3)cc1 | . | 2% | -22% | -7% | -1% | -20% | 5%
COc1ccc(CNC(=O)C(c2cccs2)N(Cc2ccco2)C(=O)Cc2cccs2)cc1 (centres undefined) | ? | -11% | ? | -2% | ? | -1%[10 µM] | -8%
COc1ccc2cc(CN(CC3CCCO3)C(=S)NCc3ccco3)c(=O)[nH]c2c1 (centres undefined) | . | 1% | 3%[9.22 µM] | 4% | 17% | -7%[10 µM] | -2%
CCC12CN(C(=O)c3ccc(C)cc3)CC(CC)(CN(C(=O)c3ccc(C)cc3)C1)C2=O | 12% | -1% | -16% | -11% | 3% | 0%[10 µM] | ?
Cc1cc(C(=O)N/N=C2\CC(=O)CC(C)(C)C2)c(C)n1-c1ccc(F)cc1 | ? | -24% | 12% | -2% | -17% | 12%[10 µM] | -3%
CCCCNC(=O)C(=O)N/N=C/c1ccc(OCC(=O)Nc2cccc(OC)c2)c(OC)c1 | -6% | -3% | 3% | 5% | -2% | . | ?
Cc1cc(OCC(=O)Nc2ccc(Br)cc2)cc2c1C(=O)CC(C)(C)O2 | . | -4% | 7%[9.22 µM] | -3% | 7% | -17%[10 µM] | -6%[15.4 µM]
COC(=O)C1=C(O)/C(=C\c2ccc(CNS(=O)(=O)c3ccccc3)o2)N=C1C | ? | -10% | -5% | -6% | 16% | 23%[10 µM] | 0%
COc1cc2ncnc(NCCc3ccccc3)c2cc1OC | . | -5% | -6%[9.22 µM] | -3% | -1% | -13% | 8%
Cc1cccc(N=C2NC(=O)/C(=C\c3cccs3)S2)c1 | -18% | -4% | -24% | 6% | -3% | 4%[10 µM] | 3%
CCc1n[nH]c2c1C(=O)CC(C)(C)C2 | -13% | 9% | -14% | -9% | 5% | 2%[10 µM] | -1%
CCCCn1cnc2sc3c(c2c1=N)CCCC3 | 4% | -12% | -35% | -3% | 6% | 4% | -2%
CCOC(=O)CSc1nc(Cc2ccccc2)nc2ccccc12 | -8%[46 µM] | -7% | 6%[9.22 µM] | -1% | 22% | -11%[10 µM] | 5%
CCOC(=O)c1ccc2ncc(-c3ccccc3)nc2c1 | . | -2% | -1% | 5% | 9% | -38% | -7%
O=C1CCCc2c1cc(-c1ccccc1)n2-c1ccccc1 | ? | -1% | 2% | -1% | -30% | -26% | -3%
COc1ccc(C)cc1S(=O)(=O)Nc1ccc(F)cc1 | ? | -4% | 7% | -6% | 4% | -2% | -5%
